L3MBTL1 block: inhibitors of human L3MBTL1; Q9Y468; AlphaScreen L3MBTL1–H3K9me1 peptide binding; Potency, µM (top dose mostly 57.1 µM), inactives show top-dose activity, negative = inhibition, usual class: inhibitors; hit rate 0.66% among 230,000; active = well fitted inhibition curve with a large enough effect; also: nearly all actives have a fitted effect of over 60% in size
Target sequence (Q9Y468 whole entry, looked up): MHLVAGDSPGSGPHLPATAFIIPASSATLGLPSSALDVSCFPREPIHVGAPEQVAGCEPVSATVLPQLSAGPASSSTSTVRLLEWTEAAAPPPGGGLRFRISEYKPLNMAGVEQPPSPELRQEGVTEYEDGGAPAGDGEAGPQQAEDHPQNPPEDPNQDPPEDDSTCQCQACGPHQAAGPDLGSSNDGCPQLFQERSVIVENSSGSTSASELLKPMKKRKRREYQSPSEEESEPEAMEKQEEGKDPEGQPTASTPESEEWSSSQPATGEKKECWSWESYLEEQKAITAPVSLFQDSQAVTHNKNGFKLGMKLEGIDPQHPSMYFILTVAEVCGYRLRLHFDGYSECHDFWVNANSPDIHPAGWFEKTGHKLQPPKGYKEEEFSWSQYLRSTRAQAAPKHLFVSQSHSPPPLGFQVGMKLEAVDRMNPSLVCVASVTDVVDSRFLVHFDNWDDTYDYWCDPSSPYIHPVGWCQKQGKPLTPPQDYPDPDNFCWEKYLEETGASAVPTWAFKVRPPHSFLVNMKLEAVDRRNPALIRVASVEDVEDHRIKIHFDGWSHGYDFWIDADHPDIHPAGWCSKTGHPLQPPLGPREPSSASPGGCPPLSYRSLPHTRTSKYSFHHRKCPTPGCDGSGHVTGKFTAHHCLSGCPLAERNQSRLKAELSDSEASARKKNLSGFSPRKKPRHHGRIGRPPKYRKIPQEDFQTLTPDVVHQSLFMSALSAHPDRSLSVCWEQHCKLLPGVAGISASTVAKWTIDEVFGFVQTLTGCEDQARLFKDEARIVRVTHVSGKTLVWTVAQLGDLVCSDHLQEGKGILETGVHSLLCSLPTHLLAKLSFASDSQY
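Displacement of a biotinylated histone H3(1-15) peptide monomethylated at Lys9 (75 nM) from L3MBTL1 (50 nM) was measured by AlphaScreen after a 30 min room-temperature compound incubation; cefsulodin titration served as intraplate control.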
An asterisk follows results filed as active; & = joins results of further samples; [ ] = remark or other dose. % is scaled to controls: 0 for no effect and ±100 for the full control effect; potency is read from the fitted curve at half-maximal effect.

L3MBTL1 block,SMILES
0%,C[C@H](CO)N1C[C@H](C)[C@@H](CN(C)S(=O)(=O)c2ccc(F)cc2)Oc2c(NC(=O)Cc3ccccc3)cccc2C1=O
3%,CC(C)(C)c1ccc(OCCC(=O)OCC(=O)NC2CC2)cc1
8%,COc1ccc(CC(=O)OC(C)C(=O)Nc2c(C)n(C)n(-c3ccccc3)c2=O)cc1OC (centres undefined)
3%,COc1ccc(NC(=O)c2ccc(NC(=O)CN3CCN(c4ccccc4)CC3)cc2)cc1
1%,COc1ccc(NC(=O)CSc2nnc(Cc3ccc(C)cc3)c(=O)n2N)cc1OC
6%,CCN1CCN(S(=O)(=O)c2ccc3c4c(cccc24)C(=O)N3CC)CC1
1%,O=C(Nc1cccc(S(=O)(=O)NC2=NCCC2)c1)c1cnc(Cl)c(Cl)c1
7%,O=C(NCC1CCCO1)c1ccccc1OCc1ccc(F)cc1 (centres undefined)
-8%,Cn1cccc1C(=O)NC1CCCCCC1
-1%,COc1ccc(C(=O)OCC(=O)Nc2ccc3c(c2)OCO3)cc1S(=O)(=O)N1CCOCC1
39%[activator],COCc1ccc(-c2c(-c3ccsc3)sc3ccccc23)cc1
-6%,Cc1ccc(NC(=O)COC(=O)CCn2c(C)csc2=O)cc1S(=O)(=O)N1CCOCC1
-6%,COc1ccc(NS(=O)(=O)c2cc(NC(=O)c3ccc(=O)[nH]n3)ccc2C)cc1
7%&5%,Oc1cc(-c2ccc(N3CCCCC3)nc2)cc2cccnc12
7%,O=C(COC(=O)/C=C/c1ccc(F)cc1)Nc1nnc(-c2ccccc2)o1
-1%,COc1ccc2cc(CO)n(C)c2c1
-10%,Cc1c(C(=O)OCC(=O)Nc2ccc(N3CCOCC3)cc2)oc2ccccc12
4%,O=C(CC1CC2CCC1C2)N1CCN(S(=O)(=O)c2ccccc2F)CC1 (centres undefined)
6%,CCCCN(C(=O)CN1C(=O)C2CCCCC2C1=O)c1c(N)n(Cc2ccccc2)c(=O)[nH]c1=O (centres undefined)
-5%,N#CCCN(C(=S)Nc1ccc(S(=O)(=O)N2CCOCC2)cc1)c1ccccc1F
2%,Cc1c(NS(=O)(=O)c2ccc([N+](=O)[O-])cc2)c(=O)n(-c2ccccc2)n1C
-1%,COc1ccc2c(=O)c(C(=O)NCCc3ccccc3)c[nH]c2c1
-7%,Cc1cccc(C(=O)OCC(=O)NCCN2C(=O)CSC2=O)c1[N+](=O)[O-]
-3%,COc1ccccc1C(=O)Nc1ccc2c(c1)CN(C(=O)CSC)CC2
-25%,O=C(N/N=C/c1cc(Cl)cc([N+](=O)[O-])c1O)c1ccc2c(c1)OCO2
9%,CC(C)NC(=O)N(C)C[C@H]1Oc2c(NS(=O)(=O)c3ccccc3)cccc2C(=O)N([C@H](C)CO)C[C@@H]1C
0%,CCCn1c(N2CCN(C(=O)/C=C/C(=O)O)CC2)nc2ccccc21
-4%,CCOc1ccc(CN2CCCC(CO)(Cc3ccccc3F)C2)cc1 (centres undefined)
20%,COCc1c(C(=O)NCCOc2ccc(Cl)cc2)oc2ccccc12
7%,COc1ccc(NC(=O)COC(=O)Cc2ccsc2)c(OC)c1
-4%,O=C(CN1C(=O)NC2(CCCC2)C1=O)Nc1nc(-c2ccc(F)c(F)c2)cs1
10%,Cc1ccc(NC(=O)C2CCCN2c2nn3c(=O)cc(C)nc3s2)cc1 (centres undefined)
4%[2.29 µM],CC1CCN(S(=O)(=O)c2ccc([N+](=O)[O-])cc2)CC1
-1%,CC(OC(=O)Cn1cnc2c1c(=O)n(C)c(=O)n2C)C(=O)N(C)c1ccccc1 (centres undefined)
-5%,Cc1ccccc1OCCC(=O)OCC(=O)Nc1ccc2[nH]c(=O)[nH]c2c1
4%,CCOc1ccc(S(=O)(=O)N2CCOCC2)cc1NC(=O)Cc1c(F)cccc1Cl
4%,COc1ccc(C(CNC(=O)c2ccc(C)o2)N2CCOCC2)cc1 (centres undefined)
7%,O=C(/C=C/c1ccc(S(=O)(=O)N2CCOCC2)cc1)NCCc1ccc(C(F)(F)F)cc1
-13%,CCCOc1ccc(C2CC(=O)Nc3cc(OC)c(OC)cc32)cc1 (centres undefined)
-4%,CCCN1CCN(S(=O)(=O)c2ccc3c(c2)NC(=O)C(C)C(=O)N3)CC1 (centres undefined)

A draw from above in order of formula weight, descending.
L3MBTL1 block,SMILES
-5%,N#CCCN(C(=S)Nc1ccc(S(=O)(=O)N2CCOCC2)cc1)c1ccccc1F
-6%,COc1ccc(NS(=O)(=O)c2cc(NC(=O)c3ccc(=O)[nH]n3)ccc2C)cc1
-10%,Cc1c(C(=O)OCC(=O)Nc2ccc(N3CCOCC3)cc2)oc2ccccc12
2%,Cc1c(NS(=O)(=O)c2ccc([N+](=O)[O-])cc2)c(=O)n(-c2ccccc2)n1C
4%,O=C(CC1CC2CCC1C2)N1CCN(S(=O)(=O)c2ccccc2F)CC1 (centres undefined)
6%,CCN1CCN(S(=O)(=O)c2ccc3c4c(cccc24)C(=O)N3CC)CC1
-5%,Cc1ccccc1OCCC(=O)OCC(=O)Nc1ccc2[nH]c(=O)[nH]c2c1
20%,COCc1c(C(=O)NCCOc2ccc(Cl)cc2)oc2ccccc12
0%,CCCn1c(N2CCN(C(=O)/C=C/C(=O)O)CC2)nc2ccccc21
-13%,CCCOc1ccc(C2CC(=O)Nc3cc(OC)c(OC)cc32)cc1 (centres undefined)
3%,CC(C)(C)c1ccc(OCCC(=O)OCC(=O)NC2CC2)cc1
7%&5%,Oc1cc(-c2ccc(N3CCCCC3)nc2)cc2cccnc12
-8%,Cn1cccc1C(=O)NC1CCCCCC1
-1%,COc1ccc2cc(CO)n(C)c2c1

More structures
L3MBTL1 block,SMILES
-1%,Cc1cc(C(=O)O)ccc1N=Cc1c(O)ccc2ccccc12
-4%,O=C(CN1C(=O)NC2(CCCCCCC2)C1=O)Nc1ccc(Br)cc1Br
2%,O=C(NC(=S)NCc1ccc(Cl)cc1Cl)c1ccco1
5%,O=S(=O)(Nc1ccccc1)c1ccc(S(=O)(=O)N2CCCC2)cc1
1%,O=C(NC1CCSc2ccccc21)c1cccc(S(=O)(=O)N2CCOCC2)c1 (centres undefined)
12%,COc1ccc(C2/C(=C(/O)c3ccc(F)cc3)C(=O)C(=O)N2c2ccccn2)cc1OC (centres undefined)
-3%,COc1ccc(NC(=O)CN(C)C(=O)c2ccc3c(c2)OCCO3)cc1
2%,CC1CCCC(NC(=O)Cn2c(Cl)nc3c2c(=O)n(C)c(=O)n3C)C1C (centres undefined)
3%,Cc1cc(Cn2nnc(-c3ccc(Br)cc3)n2)cc(C)c1O
-4%,CCOC(=O)[C@@H]1[C@H]2COc3ccc(Br)cc3[C@@H]2N2C(=O)N(c3ccc(C(F)(F)F)cc3)C(=O)[C@]12C
0%,Cc1cccc[n+]1CC(=O)Nc1ccccc1
-3%,COc1ccc(CCNC(=O)C(=O)NCCC2CCCCN2S(=O)(=O)c2cccs2)cc1 (centres undefined)
0%,CCc1ccc(N2C(=O)C3C4C=CC(CC4)C3C2=O)cc1 (centres undefined)
-4%,CCOc1ccccc1C(=O)OCC(=O)Nc1nnc(-c2ccccc2)o1
3%,CCCOc1ccccc1OCC(=O)Nc1ccc(S(=O)(=O)N2CCCC2)cc1
12%,CC(OC(=O)Cc1ccc(F)cc1)C(=O)N1CCc2ccccc21 (centres undefined)
-2%,CCOC(=O)c1ccc(S(=O)(=O)N2CCN(C3CC(=O)N(c4ccccc4C(F)(F)F)C3=O)CC2)cc1 (centres undefined)
-2%,O=C(C[C@H]1C/C=C\CC[C@H](Cc2ccc(F)cc2)C(=O)OCCNC1=O)NCCO
-27%,COCCOc1cc(NCc2ccccc2)c2ncn(C(C)C)c2c1
-4%,O=C(c1ccc2c(c1)OCO2)N1CCN(S(=O)(=O)c2ccc(Br)cc2Cl)CC1
6%,COc1ccc2c(c1)[C@H]1[C@H](CO2)[C@H](c2ccccc2)[C@]2(C)C(=O)N[C@@H](C)C(=O)N12
-4%,Nc1cc(C(=O)OCC(=O)Nc2ccc(N3CCOCC3)cc2)ccc1Cl
4%,CN(C(=O)CN1C(=O)NC2(CCc3ccccc32)C1=O)C1CCCCC1 (centres undefined)
6%,Cc1noc(C)c1NC(=O)Nc1ccc2c(c1)C(=O)N([C@H](C)CO)C[C@H](C)[C@@H](CN(C)S(=O)(=O)c1cn(C)cn1)O2
-1%,O=C(CNc1ccc(Br)cc1)Nc1ccc(S(=O)(=O)N2CCCC2)cc1
5%,CCOC(=O)N1CCN(C(=O)C2CCN(C(=O)Nc3ccccc3)CC2)CC1
0%,Cc1cccc(OC(C)C(=O)Nc2cc(Cl)ccc2-n2cncn2)c1 (centres undefined)
6%,O=C(Nc1ccccc1)c1nc[nH]c1C(=O)NCCCCCCNC(=O)c1[nH]cnc1C(=O)Nc1ccccc1
-5%,Cc1ccccc1C(=O)NCC(=O)NNC(=O)c1cccc(Cl)c1
0%,O=C(NCC(c1ccco1)N1CCCC1)c1sc2cc(F)ccc2c1Cl (centres undefined)
7%[2.29 µM],O=C(CN1CCCCCC1)Nc1cccc(NC(=O)CN2CCCCCC2)c1
2%,Cc1cc(C)cc(Oc2coc3c(CN(C)C)c(O)ccc3c2=O)c1
-7%,CN(CC(=O)Nc1cccc(F)c1)C(=O)CNC(=O)Cc1cccc2ccccc12
-5%,C[C@H](CO)N1C[C@H](C)[C@H](CN(C)CC2CCCCC2)Oc2ccc(NS(=O)(=O)c3ccc(F)cc3)cc2CC1=O
-3%,CCCc1c(C)nc(N2CCN(c3ccc(F)cc3)CC2)[nH]c1=O
-8%,CC(C)(C)c1csc(NC(=O)Cc2ccc(S(=O)(=O)N3CCOCC3)s2)n1
-2%,CN(CC(=O)N(C)CC(=O)Nc1c(Cl)cccc1Cl)Cc1ccc(Br)s1
6%,Cc1cc2ncn(C(=O)c3ccc(F)cc3)c2cc1C
4%,O=C(CSc1ccc(Br)cc1)Nc1ccc(N2CCOCC2)cc1
57%[activator],CCCCCc1cc(OC)cc2c1C(=O)OC(C)(C)O2

Arranged by formula weight (rising): part of the list above
L3MBTL1 block,SMILES
6%,Cc1cc2ncn(C(=O)c3ccc(F)cc3)c2cc1C
57%[activator],CCCCCc1cc(OC)cc2c1C(=O)OC(C)(C)O2
-2%,CN(CC(=O)N(C)CC(=O)Nc1c(Cl)cccc1Cl)Cc1ccc(Br)s1

Other results:
L3MBTL1 block,SMILES
-1%,CC(C)c1cccc(OCCN2CCCC2)c1
5%,COc1ccc(Cc2nc(C)cc(Cl)n2)cc1[N+](=O)[O-]
-3%,Cc1ccc(NC(=O)c2ccc3c(=O)n4c(nc3c2)CCC4)cc1S(=O)(=O)N(C)C
0%,CN(C)CCN[C@H]1CCC2C3CC=C4C[C@@H](O)CC[C@]4(C)C3CC[C@@]21C (some centres undefined)
-3%,CCOC(=O)N1CCN(C(=O)COC(=O)c2ccc(S(=O)(=O)N(CC)CC)cc2)CC1
0%,Cc1cnc(C(=O)OCC(=O)c2cccc3ccccc23)cn1
-7%,O=C(CSc1nnc(-c2ccco2)o1)NCCc1ccccc1
7%,O=C(c1cc(-c2ccc(F)cc2)nc2ccccc12)N1CCN(C2CCS(=O)(=O)C2)CC1 (centres undefined)
-2%,COC(=O)[C@H](Cc1ccccc1)N(Cc1ccccc1)S(=O)(=O)N(Cc1ccccc1)[C@@H](Cc1ccccc1)C(=O)OC
2%,COc1ccc(CC(=O)Oc2ccccc2Cl)cc1S(=O)(=O)N1CCOCC1
-3%,COc1ccc(NC(=O)CN(C)C2=NS(=O)(=O)c3ccccc32)cc1Cl
-4%,COC(=O)[C@]12C(=O)NC[C@H](CN1c1ccc(Cl)c(C)c1)N2C
0%,COc1ccccc1C(=O)NC(CCSC)C(=O)OC(C)C(=O)NC1CC1 (centres undefined)
-3%,O=C(Nc1nnc(Cc2ccccc2)s1)Nc1ccccc1F
-11%,O=C(NCCCO)C(=O)Nc1ccc2c(c1)N(S(=O)(=O)c1cccs1)CCC2
-8%,CCOC(=O)[C@H]1[C@H]2COc3ccc(Br)cc3[C@@H]2N2C(=O)c3ccc(F)cc3NC(=O)[C@@]12C
-12%,C[C@H](NC(=O)c1ccc(C(C)(C)C)cc1)C(=O)N1CCN(C/C=C/c2ccccc2)CC1
5%,CCc1noc(C)c1C(=O)NNC(=O)COc1ccc(C)c(C)c1
-13%,COc1ccc(CN2CCN(C(=O)c3ccc(F)cc3)CC2)c(OC)c1
-2%,O=C1NC(c2ccc(F)cc2)Oc2ccccc21 (centres undefined)
-6%,CC(C)Oc1ccc(S(=O)(=O)N2CCOCC2)cc1NC(=O)c1cc([N+](=O)[O-])ccc1N1CCOCC1
-3%,COc1ccc(CC(=O)OC(C)C(=O)NCc2ccc3c(c2)OCO3)cc1OC (centres undefined)
3%,O=C(c1cc2cc(Br)cc(Br)c2oc1=O)N1CCOCC1
-5%,COc1ccc(NC(=O)CNc2cc(C)ccc2C)cc1S(=O)(=O)N1CCOCC1
6%,C=CCC[C@@H](Cc1ccc(F)cc1)C(=O)OC[C@@H](Cc1ccccc1)NC(=O)[C@H](CC=C)CC(=O)NCCO
12%,CCC(C)[C@H](NC(=O)[C@H](Cc1ccccc1)n1c(=O)[nH]c2ccccc2c1=O)C(=O)NCC1CCC(C(=O)O)CC1 (some centres undefined)
1%,CCN(c1ccccc1)S(=O)(=O)c1ccc(OCC(=O)N2CCCC2)cc1
-1%,O=C(N/N=C/c1ccccc1Br)c1cccc(S(=O)(=O)N2CCOCC2)c1
31%[activator],CCOc1ccc(C(=O)COC(=O)c2c(-c3ccccc3)noc2C)cc1
56%[activator],CC(C)(C)OC(=O)CNC(=O)c1[nH]cnc1C(=O)NC1CCN(C(=O)OC(C)(C)C)CC1
-14%,CCOC(=O)c1c(C)[nH]c(C)c1C(=O)COC(=O)C1CC(=O)N(CCc2ccccc2)C1 (centres undefined)
-1%,COc1ccccc1C(=O)NCCNc1ccc([N+](=O)[O-])cc1Cl

High-throughput results deposited in PubChem by National Center for Advancing Translational Sciences (NCATS).

This is a subset. The share of hits here may be higher or lower than overall.
